# GSK3 alpha inh: blockers of GSK3A enzyme activity – biochemical, luminescence, cell-free homogeneous, HTS, primary screen; 320,000 compounds, 0.1% hits; inhibition, % at 10 µM; GSK-3 alpha kinase, ADP-Glo luminescence, 60 min;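 in the data active = inhibition above about 50%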;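 note: GST-tagged GSK-3 alpha with peptide substrate and 25 µM ATP; 0% = DMSO neutral wells and 100% = GW8510 positive control wells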
# Target sequence (P49840 whole entry, looked up): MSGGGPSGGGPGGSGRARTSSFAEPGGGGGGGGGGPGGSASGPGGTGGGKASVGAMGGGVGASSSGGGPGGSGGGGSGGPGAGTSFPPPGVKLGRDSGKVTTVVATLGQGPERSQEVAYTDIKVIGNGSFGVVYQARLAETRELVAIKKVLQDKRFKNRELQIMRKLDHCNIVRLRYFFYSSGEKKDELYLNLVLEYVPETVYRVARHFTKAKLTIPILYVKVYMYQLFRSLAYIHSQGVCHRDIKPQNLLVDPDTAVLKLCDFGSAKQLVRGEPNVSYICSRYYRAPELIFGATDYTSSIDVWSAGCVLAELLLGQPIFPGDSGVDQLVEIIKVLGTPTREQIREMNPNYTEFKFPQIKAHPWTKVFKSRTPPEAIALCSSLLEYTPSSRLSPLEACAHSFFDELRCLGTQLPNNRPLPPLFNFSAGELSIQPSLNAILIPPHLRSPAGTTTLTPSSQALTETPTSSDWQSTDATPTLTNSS
# DYRK1A inh: rat Dyrk1A kinase inhibitors, primary screen, biochemical, single point, plate reader | Dual specificity tyrosine-phosphorylation-regulated kinase 1A (Rattus norvegicus), Q63470 | ADP-Glo luminescence, NFATc1 peptide | inhibition, % at 12.5 µM | 310,000 compounds, 0.43% hits | AID 504441, 2011; in the data active = inhibition above about 50%;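 note: plate controls were vehicle with enzyme for no effect and no enzyme for full effect; many of its hits are not listed in these tables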
# HDAC3 inh: HDAC3 deacetylase inhibitors, primary screen, biochemical, fluorescence, cell-free homogeneous; Histone deacetylase 3 (Homo sapiens), O15379; recombinant HDAC3, fluorogenic peptide/trypsin coupled; inhibition, % at 8.3 µM; 320,000 compounds, 0.15% hits; AID 2718, 2010; in the data active = inhibition above about 26%, passing the limit was not always enough; inconclusive = no clear call, values can overlap the other calls
# Target sequence (O15379 whole entry, looked up): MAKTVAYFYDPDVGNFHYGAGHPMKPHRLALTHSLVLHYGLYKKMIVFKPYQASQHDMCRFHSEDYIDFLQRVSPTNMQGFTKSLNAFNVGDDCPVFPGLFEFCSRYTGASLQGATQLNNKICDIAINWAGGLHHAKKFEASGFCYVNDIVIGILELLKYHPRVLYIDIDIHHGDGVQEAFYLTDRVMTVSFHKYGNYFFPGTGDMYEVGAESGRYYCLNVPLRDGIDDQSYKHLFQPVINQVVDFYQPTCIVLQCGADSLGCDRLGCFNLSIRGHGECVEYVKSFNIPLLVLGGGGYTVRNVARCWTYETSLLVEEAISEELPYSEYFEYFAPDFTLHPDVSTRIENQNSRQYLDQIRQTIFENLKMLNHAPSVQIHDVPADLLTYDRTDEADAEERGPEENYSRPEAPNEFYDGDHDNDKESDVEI
# HSP90 refold inh: HSP90 inhibitors, primary screen, cell lysate, luminescence; Heat shock protein HSP 90 (rabbit reticulocyte lysate; luciferase refolding); 290,000 compounds, 0.91% hits; AID 1789, 2009; inhibition, % at 5.6 µM; Rabbit reticulocyte lysate, luciferase refolding luminescence, 3 h;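 active = inhibition above the screen-wide mean plus 3 SD, computed separately per campaign, cut at about 16% in these data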;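 note: 0% = DMSO wells and 100% = 60 µM geldanamycin wells; inhibitors lower the luminescence because luciferase stays unfolded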
# Starred values were filed as active, the others as inactive; ? = inconclusive; . = no result given; & = joins results of further samples. The list is partial. The share of hits here may be higher or lower than overall.
SMILES,GSK3 alpha inh,DYRK1A inh,HDAC3 inh,HSP90 refold inh
CCOc1ccc(N)cc1,.,-5,.,.
CN1CCC23c4c5ccc(O)c4O[C@@H]2[C@H](O)C=CC3C1C5 (stereo partly specified),.,-1,.,.
C=C1C(=O)OC2CC3(C)OC3CCC(C)=CC(OC(C)=O)C12 (stereo unspecified),.,0,.,.
CC[C@H](C)/C=C(C)/C=C/C1=CC2=C(Cl)C(=O)[C@](C)(OC(C)=O)C(=O)C2=CO1,.,21,.,.
COc1cc2c(c(OC)c1OC)-c1ccc(O)cc1C(NC(C)=O)CC2 (stereo unspecified),.,6,.,.
CCOC(=O)c1cc2c(cn1)[C@@H](CCO)NC2,.,-1,.,.
C[C@]12CC[C@H]3[C@@H](CCC4=CC(=O)CC[C@@]43C)[C@@H]1CC[C@@H]2O,.,14&-13,.,.
O=C1NC2C(=CC(O)C(O)C2O)c2cc3c(cc21)OCO3 (stereo unspecified),.,8,.,.
O=C(NN=Cc1ccc(N(CCCl)CCCl)cc1)C(=O)c1c[nH]c2ccccc12,.,0,.,.
CC1(C)CC2CCC(O)C2C(CCO)N1 (stereo unspecified),.,-1,.,.
O=C(c1ccccc1)C(O)(CN1CCCCC1)c1ccccc1 (stereo unspecified),.,2,.,.
COC(=O)[C@@H]1C(OC(=O)c2ccccc2)CC2CCC1N2C (stereo partly specified),.,-1,.,.
C=CCN(CC=C)C(=O)CCN1CC1C (stereo unspecified),.,5,.,.
CCC1(CC(C)c2ccccc2)C(=O)NC(=O)NC1=O (stereo unspecified),.,3,.,.
CC1CN1P1(=O)OCC(C)([N+](=O)[O-])CO1 (stereo unspecified),.,-2,.,.
O=C1/C(=C/c2ccccc2)C[C@@]2(O)[C@H]3Cc4ccc(O)c5c4[C@@]2(CCN3CC2CC2)C1O5 (stereo partly specified),.,-1,.,.
CC(CC(C#N)(c1ccccc1)c1ccccc1)N(C)C (stereo unspecified),.,-9,.,.
O=C(Cc1ccccc1)N1CCN(Cc2ccc(Cl)cc2)CC1,.,-3,.,.
O=C1NC2C(=CC(O)C(O)C2O)c2cc3c(c(O)c21)OCO3 (stereo unspecified),.,-3,.,.
CN1CCC(c2c[nH]c3ccc(O)cc23)CC1,.,2,.,.
CC(C)Oc1cccnc1N(C)C1CCN(Cc2ccccc2)CC1,.,-2,.,.
CC(C)(O)C1C2OC(=O)C1C1(O)CC3OC34C(=O)OC2C14C (stereo unspecified),.,-14,.,.
CC1C(c2ccccc2)OC(=O)N1C (stereo unspecified),.,-4,.,.
CCOC(=O)c1ccccc1N,.,-1,.,.
COC(/C(C)=C/C=C/C(C)=C/c1coc(C)n1)C(C)C1CC(O)C2(C)OC2C=CC(C)C2CC(CC(=O)O2)CC2OC2C(=O)O1 (stereo unspecified),.,-2,.,.
# Further entries follow.
SMILES,GSK3 alpha inh,DYRK1A inh,HDAC3 inh,HSP90 refold inh
CC1=CC2OC3CC4OC(=O)C=CC=CC(C(C)O)OCC(O)C(C)CC(=O)OCC2(CC1O)C4(C)C31CO1 (stereo unspecified),.,-1,.,.
COc1ccc2c(c1)NP(=S)(c1ccccc1)N2C (stereo unspecified),.,1,.,.
Cc1cccc(N2CCC3(CC2)C(=O)NC(=O)NC3=O)c1,.,0,.,.
CN1C(=O)C(C)(C2=CCCCC2)C(=O)NC1=S (stereo unspecified),.,-4,.,.
CC(=O)OC(C)(C)/C=C/C(=O)[C@](C)(O)[C@H]1[C@H](O)C[C@@]2(C)[C@@H]3CC=C4[C@H](C[C@H](O)C(=O)C4(C)C)[C@]3(C)C(=O)C[C@]12C,.,0,.,0
O=C(Cc1cc(=O)[nH]c(=O)[nH]1)N1CCN(CCO)CC1,.,0,.,5
CSc1ncc(/C=C2/C(=O)NC(=O)N(c3ccc(Cl)cc3)C2=O)cn1,.,6,.,1
O=C(O)c1ccc2c(c1)C1C(Cl)C(Sc3ccccc3[N+](=O)[O-])CC1C(c1cccc([N+](=O)[O-])c1)N2 (stereo unspecified),.,11,.,5
COC(=O)C1=C(c2c(C)noc2C)C[C@@H]2CC[C@H]1N2C(=O)NCc1ccc(F)cc1,1,-1,8,.
COC(=O)C1=C(c2ccc(OC)c(OC)c2)C[C@@H]2CC[C@H]1N2C(=O)NCCOc1ccccc1,0,4,-3,.
CC(=O)OC(C)(C)/C=C/C(=O)[C@](C)(O)C1[C@H](O)C[C@@]2(C)C3CC=C4C(C[C@H](O)C(=O)C4(C)C)[C@]3(C)C(=O)C[C@]12C (stereo partly specified),-2,2,0,.
CC(=O)O[C@H]1C[C@@H]2CC[C@@H]3[C@H](CC[C@]4(C)C(=O)CC[C@@H]34)[C@@]2(C)C[C@@H]1OC(C)=O,0,5,0,.
COC(=O)C1=C(c2c(C)noc2C)C[C@@H]2CC[C@H]1N2C(=O)NC1Cc2ccccc2C1,-2,9,1,.
C[C@]12C[C@@H](O)[C@H](O)CC1=CCC1C2CC[C@]2(C)C(=O)CCC12 (stereo partly specified),0,5,0,.
O=C1C=C2C=C[C@@H]3CC2(O1)[C@H]1CCCCN31,1,3,0,.
COC(=O)C1=C(c2cc3ccccc3s2)C[C@@H]2CC[C@H]1N2C,-3,15,2,.
COC(=O)C1=C(c2cccc(C#N)c2)C[C@@H]2CC[C@H]1N2C(=O)N1CCC(C)CC1,0,1,1,.
Cc1cccc(NC(=O)COC(=O)c2cc(C)n(C3CC3)c2C)c1,0,3,10,.
O=C(O)c1cc[c]([Hg][Cl])cc1,-4,1,95*,.
COC(=O)C1=C(c2c(C)noc2C)C[C@@H]2CC[C@H]1N2C(=O)N1CCC(O)(c2ccc(Cl)cc2)CC1,0,-2,-10,.
C=C(C)[C@@H]1C2C(=O)O[C@H]1[C@H]1OC(=O)[C@@]34OC3C[C@]2(O)[C@@]14C (stereo partly specified),-3,7,-2,.
COc1c2c(cc3c1OCO3)CCN(C)C2,-3,4,-1,.
COC(=O)C1=C(c2ccc(OC(F)(F)F)cc2)C[C@@H]2CC[C@H]1N2C(=O)NCCOc1ccccc1Cl,-2,2,34*,.
COC(=O)C1=C(c2c(C)noc2C)C[C@@H]2CC[C@H]1N2C(=O)N1CCCCC1,-2,-2,4,.
C[C@@H]1CN(C2CCC(C#N)(c3ccc(F)cc3)CC2)CC[C@]1(C(=O)O)c1ccccc1 (stereo partly specified),-4,-3,1,.
# Further entries follow.
SMILES,GSK3 alpha inh,DYRK1A inh,HDAC3 inh,HSP90 refold inh
COC(=O)C1=C(c2ccc(Cl)c(C(F)(F)F)c2)C[C@@H]2CC[C@H]1N2C(=O)N1CCOCC1,0,10,1,.
CCC1(c2cccc(O)c2)CCCCN(C)C1 (stereo unspecified),1,9,0,.
COC(=O)C1=C(c2cccc(C#N)c2)C[C@@H]2CC[C@H]1N2C(=O)N1CCc2cc(OC)c(OC)cc2C1,-3,3,-4,.
COC(=O)C1=C(c2ccc(OC)c(OC)c2)C[C@@H]2CC[C@H]1N2C(=O)N1CCOCC1,-4,-10,-12,.
COC(=O)C1=C(c2cccc(OCc3ccccc3)c2)C[C@@H]2CC[C@H]1N2C(=O)NCCCc1ccccc1,-4,-1,6,.
COc1cc(C(O)CN)ccc1O (stereo unspecified),-1,-3,-3,.
COC(=O)C1=C(c2cccc(C#N)c2)C[C@@H]2CC[C@H]1N2C(=O)NCCOc1ccccc1Cl,-1,-9,-5,.
C=CCc1cc(OC)c2c(c1)OCO2,1,6,7,.
CN1CCc2cccc(Cl)c2CC1,0,8,-2,.
COC(=O)C1=C(c2ccc(F)cc2OCc2ccccc2)C[C@@H]2CC[C@H]1N2C(=O)NCCc1ccc(F)cc1,-2,9,6,.
CC1=CC(=O)OC2CC3OC4C[C@@H](C)C5OC6CC7O[C@]8(C)C/C=C\C9OC%10CC%11OC(CC(C)C%12OCCO%12)CC(O)[C@]%11(C)OC%10CC9OC8C[C@]7(C)O[C@]6(C)CCC5OC4C[C@]3(C)OC12 (stereo partly specified),-1,-2,6,.
COC(=O)C1=C(c2cccc(C#N)c2)C[C@@H]2CC[C@H]1N2C(=O)NCCO,-1,2,-13,.
COC(=O)C1=C(c2c(C)noc2C)C[C@@H]2CC[C@H]1N2C(=O)NCCCOC(C)C,-1,4,-13,.
COC(=O)C1=C(c2cccc(OCc3ccccc3)c2)C[C@@H]2CC[C@H]1N2C(=O)NCc1cccc(OC)c1,2,-2,12,.
COC(=O)C1=C(c2ccccc2OCc2ccccc2)C[C@@H]2CC[C@H]1N2C(=O)NCc1ccc(OC)c(OC)c1,-1,-7,12,.
OC[C@H]1O[C@@H](n2cnc3cc(Cl)c(Cl)cc32)[C@H](O)[C@@H]1O,3,74*,4,.
N=C1c2ccccc2CN1NC(=O)c1ccco1,-1,4,1,.
COC(=O)C1=C(c2cccc(OCc3ccccc3)c2)C[C@@H]2CC[C@H]1N2C(=O)NCc1cc(C)oc1C(F)(F)F,-3,-7,-2,.
C[C@]12CCC3C(CC[C@H]4C[C@H](OC(=O)c5cccnc5)CC[C@]34C)C1CCC2=O (stereo partly specified),-1,0,-3,.
COc1cc2c(cc1OC)C(C)NCC2 (stereo unspecified),-1,-8,1,.
COc1cc2c(cc1OC)[C@H]1C(=O)c3ccc4c(c3O[C@H]1CO2)C[C@@H](C(C)(C)O)O4,-2,-2,4,.
COC(=O)C1=C(c2ccc(F)cc2OCc2ccccc2)C[C@@H]2CC[C@H]1N2C(=O)NCc1ccc2c(c1)OCO2,-2,2,15,.
CN1OCC2Cn3c(nc4ccccc43)C21 (stereo unspecified),2,1,6,.
Cc1c(C)c2ccc(OCC(=O)N3CCN(Cc4ccccc4)CC3)cc2oc1=O,-3,-1,?,.
COC(=O)C1=C(c2ccc(OC(F)(F)F)cc2)C[C@@H]2CC[C@H]1N2C(=O)NCC1CC1,0,2,7,.

# Part of the list above in a different format:
# Values run as follows: GSK3 alpha inh | DYRK1A inh | HDAC3 inh | HSP90 refold inh
- COC(=O)C1=C(c2cccc(C#N)c2)C[C@@H]2CC[C@H]1N2C(=O)N1CCc2cc(OC)c(OC)cc2C1
 : -3 | 3 | -4 | .
- COC(=O)C1=C(c2cccc(OCc3ccccc3)c2)C[C@@H]2CC[C@H]1N2C(=O)NCc1cccc(OC)c1
 : 2 | -2 | 12 | .

# Four compounds out of the list, arranged by length of the SMILES, highest first:
SMILES,GSK3 alpha inh,DYRK1A inh,HDAC3 inh,HSP90 refold inh
COC(=O)C1=C(c2cccc(OCc3ccccc3)c2)C[C@@H]2CC[C@H]1N2C(=O)NCc1cc(C)oc1C(F)(F)F,-3,-7,-2,.
COC(=O)C1=C(c2ccc(F)cc2OCc2ccccc2)C[C@@H]2CC[C@H]1N2C(=O)NCc1ccc2c(c1)OCO2,-2,2,15,.
COC(=O)C1=C(c2cccc(OCc3ccccc3)c2)C[C@@H]2CC[C@H]1N2C(=O)NCCCc1ccccc1,-4,-1,6,.
OC[C@H]1O[C@@H](n2cnc3cc(Cl)c(Cl)cc32)[C@H](O)[C@@H]1O,3,74*,4,.

# Further results.
SMILES,GSK3 alpha inh,DYRK1A inh,HDAC3 inh,HSP90 refold inh
COC(=O)C1=C(c2cccc(C#N)c2)C[C@@H]2CC[C@H]1N2C(=O)N1CCC(O)CC1,0,1,-4,.
COC(=O)C1=C(c2ccc3ccccc3c2)C[C@@H]2CC[C@H]1N2C(=O)N1CCC(O)CC1,-1,-3,-4,.
COC(=O)C1=C(c2ccc(F)cc2F)C[C@@H]2CC[C@H]1N2C(=O)NCc1ccc(C(F)(F)F)cc1,-2,-1,1,.
CCCN1CCC[C@H](c2cccc(O)c2)C1,1,-4,-3,.
COC(=O)C1=C(c2ccc(F)cc2OCc2ccccc2)C[C@@H]2CC[C@H]1N2C(=O)NCc1ccc(C(C)(C)C)cc1,-2,2,5,.
COC(=O)C1=C(c2ccc(Cl)c(C(F)(F)F)c2)C[C@@H]2CC[C@H]1N2C(=O)NCCO,-1,3,3,.
COC(=O)C1=C(c2ccc3ccccc3c2)C[C@@H]2CC[C@H]1N2C,-1,18,-3,.
COc1cc2c(cc1O)C[C@H]1c3c(cc(O)c(OC)c3-2)CCN1C,14,71*,-28,.
COC(=O)C1=C(c2ccc3ccccc3c2)C[C@@H]2CC[C@H]1N2C(=O)NC(C)C,-3,5,-3,.
COC(=O)C1=C(c2ccc(-c3ccccc3)c(F)c2)C[C@@H]2CC[C@H]1N2C(=O)N1CCC(O)CC1,-1,8,8,.
CC(C)(C)[C@]1(O)C[C@@H]2OC(=O)C[C@@]23C(=O)O[C@@H]2OC(=O)[C@@H](O)C213 (stereo partly specified),-1,12,1,.
COC(=O)C1=C(c2ccc(-c3ccccc3)c(F)c2)C[C@@H]2CC[C@H]1N2C(=O)NC1CC1,-1,4,5,.
COC(=O)C1=C(c2ccc(OC(F)(F)F)cc2)C[C@@H]2CC[C@H]1N2C(=O)NCc1cc(C)oc1C(F)(F)F,-3,-3,10,.
CCS(=O)(=O)Nc1cccc(C(=C2CCCCC2)c2cnc[nH]2)c1,2,-3,2,.
NCc1cc(=O)[nH]o1,-2,-2,2,.
C[C@]12CC[C@H]3[C@@H](CC[C@]4(O)C[C@@H](O)CC[C@]34C=O)[C@@]1(O)CC[C@@H]2C1=CC(=O)OC1,0,-3,-5,.
